TcdB GH inh: blocks C. difficile toxin B glycohydrolase activity; P18177; TcdB glycohydrolase enzymatic assay, plate reader; inhibition, % at 9.99 µM; 0.24% of 350,000 active; AID 652162; in the data active = inhibition above about 10%
Target sequence (P18177 whole entry, looked up): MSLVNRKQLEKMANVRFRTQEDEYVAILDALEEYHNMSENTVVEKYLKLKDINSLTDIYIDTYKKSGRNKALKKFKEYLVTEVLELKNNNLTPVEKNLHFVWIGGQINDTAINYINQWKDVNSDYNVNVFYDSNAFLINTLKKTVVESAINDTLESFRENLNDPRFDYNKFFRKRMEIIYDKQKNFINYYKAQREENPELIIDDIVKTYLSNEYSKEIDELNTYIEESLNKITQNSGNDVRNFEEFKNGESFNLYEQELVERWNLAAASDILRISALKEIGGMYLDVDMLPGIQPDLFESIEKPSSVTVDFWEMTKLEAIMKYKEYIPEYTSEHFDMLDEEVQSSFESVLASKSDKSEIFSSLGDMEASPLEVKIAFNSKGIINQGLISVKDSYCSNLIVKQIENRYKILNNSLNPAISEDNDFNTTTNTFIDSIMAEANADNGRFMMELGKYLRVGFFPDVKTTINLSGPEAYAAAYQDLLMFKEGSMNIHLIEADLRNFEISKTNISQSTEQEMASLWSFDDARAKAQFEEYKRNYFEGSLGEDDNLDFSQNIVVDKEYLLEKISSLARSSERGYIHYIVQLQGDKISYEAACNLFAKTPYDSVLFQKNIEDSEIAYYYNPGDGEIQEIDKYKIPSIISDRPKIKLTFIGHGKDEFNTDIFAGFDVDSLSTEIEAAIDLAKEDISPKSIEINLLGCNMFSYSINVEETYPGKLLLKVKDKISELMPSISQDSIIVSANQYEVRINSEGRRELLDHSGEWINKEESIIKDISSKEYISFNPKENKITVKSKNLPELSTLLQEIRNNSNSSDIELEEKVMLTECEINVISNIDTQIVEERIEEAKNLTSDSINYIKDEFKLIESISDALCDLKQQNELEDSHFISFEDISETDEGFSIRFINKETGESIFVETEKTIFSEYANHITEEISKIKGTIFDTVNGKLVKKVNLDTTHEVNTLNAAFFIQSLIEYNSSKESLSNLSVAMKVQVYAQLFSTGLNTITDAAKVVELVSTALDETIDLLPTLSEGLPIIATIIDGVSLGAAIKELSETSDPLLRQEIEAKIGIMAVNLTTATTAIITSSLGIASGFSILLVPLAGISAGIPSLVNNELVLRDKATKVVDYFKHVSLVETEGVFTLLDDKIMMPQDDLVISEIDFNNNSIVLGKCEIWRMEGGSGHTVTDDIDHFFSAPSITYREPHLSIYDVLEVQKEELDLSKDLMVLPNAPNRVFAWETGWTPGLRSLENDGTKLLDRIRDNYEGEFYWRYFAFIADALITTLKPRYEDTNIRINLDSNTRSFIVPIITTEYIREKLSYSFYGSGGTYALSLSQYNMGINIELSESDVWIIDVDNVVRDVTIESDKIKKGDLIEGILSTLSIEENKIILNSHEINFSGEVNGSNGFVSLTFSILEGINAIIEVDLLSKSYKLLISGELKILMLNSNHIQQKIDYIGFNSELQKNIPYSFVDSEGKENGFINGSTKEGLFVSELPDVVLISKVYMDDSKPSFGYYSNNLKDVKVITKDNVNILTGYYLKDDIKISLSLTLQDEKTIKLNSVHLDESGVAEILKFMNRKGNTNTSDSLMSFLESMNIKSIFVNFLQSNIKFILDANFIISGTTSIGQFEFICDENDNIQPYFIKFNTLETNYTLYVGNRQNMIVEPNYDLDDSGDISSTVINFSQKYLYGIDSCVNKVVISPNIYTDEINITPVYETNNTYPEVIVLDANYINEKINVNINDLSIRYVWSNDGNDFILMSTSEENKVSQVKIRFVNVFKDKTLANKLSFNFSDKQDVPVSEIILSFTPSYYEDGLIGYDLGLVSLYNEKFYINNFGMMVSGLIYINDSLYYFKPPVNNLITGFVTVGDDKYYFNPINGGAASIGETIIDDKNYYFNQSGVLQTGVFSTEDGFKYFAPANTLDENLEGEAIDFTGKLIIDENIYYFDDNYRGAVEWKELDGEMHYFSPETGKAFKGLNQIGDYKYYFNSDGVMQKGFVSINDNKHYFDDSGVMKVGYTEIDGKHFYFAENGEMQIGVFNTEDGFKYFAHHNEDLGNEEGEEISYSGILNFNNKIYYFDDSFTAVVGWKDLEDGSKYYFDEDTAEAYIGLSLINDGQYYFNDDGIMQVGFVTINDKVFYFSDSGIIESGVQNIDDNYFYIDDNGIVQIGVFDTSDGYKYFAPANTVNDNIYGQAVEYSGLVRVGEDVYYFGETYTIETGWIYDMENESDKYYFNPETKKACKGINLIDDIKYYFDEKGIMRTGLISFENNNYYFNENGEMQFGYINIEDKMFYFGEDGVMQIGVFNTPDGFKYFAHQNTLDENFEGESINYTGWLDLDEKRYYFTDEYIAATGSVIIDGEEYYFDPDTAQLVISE
BioA inh: inhibitors of Mycobacterium tuberculosis BioA enzyme. 0.096% of 360,000 active. inhibition, % at 9.99 µM. purified M. tuberculosis BioA enzyme, plate reader. AID 602481; in the data active = inhibition above about 40%
Active calls of the source: *; & = joins results of further samples. Only part of the results is shown. The share of hits here may be higher or lower than overall.

SMILES | TcdB GH inh | BioA inh
CN(C)CC#Cc1ccc([C@@H]2[C@H]3CN(C(=O)Nc4ccc(F)cc4)CCCCN3[C@H]2CO)cc1 | 0.2 | 0.5
C[C@H]1CCCCO[C@H](CN(C)C)[C@@H](C)CN([C@@H](C)CO)C(=O)c2cc(NC(=O)CCCN(C)C)ccc2O1 | 1.0 | -2.8
O=C(N[C@H]1CC[C@@H](CCn2cc(-c3ccccn3)nn2)O[C@@H]1CO)c1cccnc1 | -1.4 | 0.9
COc1ccc(S(=O)(=O)Nc2ccc3c(c2)C(=O)N([C@H](C)CO)C[C@@H](C)[C@H](CN(C)Cc2ccc4c(c2)OCO4)OCCCC[C@@H](C)O3)cc1 | 0.4 | 0.0
C[C@H](CO)N1C[C@H](C)[C@@H](CN(C)Cc2ccc3c(c2)OCO3)Oc2ccc(NC(=O)Cn3cnnn3)cc2CC1=O | -0.6 | 48*
CCC(=O)N1C[C@@H](C)[C@@H](OC)CN(C)C(=O)c2ccc(NC(=O)COC)cc2OC[C@H]1C | -0.5 | -0.1
CS(=O)(=O)Nc1ccc2c(c1)[C@H]1C[C@H](CC(=O)N3CCc4ccccc4C3)O[C@@H](CO)[C@H]1O2 | 0.6 | -1.6
COc1ccc(S(=O)(=O)Nc2ccc3c(c2)C(=O)N([C@H](C)CO)C[C@@H](C)[C@H](CN(C)Cc2ccc(C(F)(F)F)cc2)O3)cc1 | 0.3 | 0.2
C[C@H]1CN([C@@H](C)CO)C(=O)c2cc(NC(=O)Nc3ccc(C(F)(F)F)cc3)ccc2O[C@@H]1CN(C)Cc1ccc(C(=O)O)cc1 | -0.6 | 3.0
CC(C)CC#Cc1ccc2c(c1)O[C@@H](CN(C)C(=O)NC1CCCC1)[C@@H](C)CN([C@@H](C)CO)S2(=O)=O | 0.5 | 5.0
O=C(C1CC1)N1CC[C@@H]2[C@@H](CO)Nc3ccc(-c4ccc(F)cc4)cc3[C@@H]21 | 2.2 | 12
CN(C)C(=O)C[C@H]1C[C@H]2c3cc(NS(=O)(=O)c4ccccc4)ccc3O[C@H]2[C@H](CO)O1 | -1.6 | 2.0
CO[C@@H]1CN(C)C(=O)c2ccc(NC(=O)c3ccccc3)cc2OC[C@H](C)N(C(=O)CN(C)C)C[C@@H]1C | 1.0 | -2.7
CC(C)CC#Cc1cnc2c(c1)C(=O)N([C@H](C)CO)C[C@H](C)[C@H](CN(C)S(=O)(=O)c1ccccc1)O2 | 1.5&0.8 | 0.3&20
CC=Cc1ccc2n(c1=O)C[C@H]1[C@H](CO)[C@@H](C(=O)NCCC)N(C(=O)CC)[C@@H]21 (mixture of isomers) | 0.9 | -0.9
CC(=O)N1[C@@H]2c3ccc(-c4ccccc4)c(=O)n3C[C@H]1[C@H](CO)[C@H]2C(=O)NCC1CC1 | -0.1 | -1.3
CCCN1C[C@H](C)[C@@H](OC)CN(C)C(=O)c2ccc(NC(=O)c3cccc(F)c3)cc2OC[C@H]1C | 1.7 | -0.3
C[C@@H]1CCCCO[C@H](CN(C)S(=O)(=O)c2cccs2)[C@@H](C)CN([C@@H](C)CO)C(=O)c2cc(NS(=O)(=O)c3ccc(F)cc3)ccc2O1 | 0.3 | -2.8
CC(C)NC(=O)Nc1ccc2c(c1)C(=O)N([C@H](C)CO)C[C@@H](C)[C@@H](CN(C)C(=O)CCC(F)(F)F)OCCCC[C@@H](C)O2 | 1.7 | -0.1
C[C@@H]1CN([C@H](C)CO)C(=O)Cc2cc(NC(=O)Nc3ccc(C(F)(F)F)cc3)ccc2O[C@@H]1CN(C)Cc1ccc2c(c1)OCO2 | -9.6 | 1.2

A draw from above in order of formula weight, rising.
SMILES | TcdB GH inh | BioA inh
O=C(N[C@H]1CC[C@@H](CCn2cc(-c3ccccn3)nn2)O[C@@H]1CO)c1cccnc1 | -1.4 | 0.9
CS(=O)(=O)Nc1ccc2c(c1)[C@H]1C[C@H](CC(=O)N3CCc4ccccc4C3)O[C@@H](CO)[C@H]1O2 | 0.6 | -1.6
CCCN1C[C@H](C)[C@@H](OC)CN(C)C(=O)c2ccc(NC(=O)c3cccc(F)c3)cc2OC[C@H]1C | 1.7 | -0.3
C[C@H]1CCCCO[C@H](CN(C)C)[C@@H](C)CN([C@@H](C)CO)C(=O)c2cc(NC(=O)CCCN(C)C)ccc2O1 | 1.0 | -2.8
C[C@H]1CN([C@@H](C)CO)C(=O)c2cc(NC(=O)Nc3ccc(C(F)(F)F)cc3)ccc2O[C@@H]1CN(C)Cc1ccc(C(=O)O)cc1 | -0.6 | 3.0
C[C@@H]1CN([C@H](C)CO)C(=O)Cc2cc(NC(=O)Nc3ccc(C(F)(F)F)cc3)ccc2O[C@@H]1CN(C)Cc1ccc2c(c1)OCO2 | -9.6 | 1.2

New compounds follow
SMILES | TcdB GH inh | BioA inh
Cc1noc(C)c1S(=O)(=O)N(C)C[C@@H]1Oc2ccc(NC(=O)Cc3cn(C)c4ccccc34)cc2CC(=O)N([C@H](C)CO)C[C@H]1C | -0.1 | 17
CCC(=O)N1CCCCN2[C@H](CO)[C@@H](c3ccc(C#CCOC)cc3)[C@@H]2C1 | -0.5 | 0.2
C[C@@H]1CN([C@@H](C)CO)C(=O)c2cccc(NC(=O)C3CC3)c2O[C@@H]1CN(C)S(=O)(=O)c1cccs1 | -1.3 | -1.1
C[C@@H]1CN([C@H](C)CO)C(=O)c2cccc(NC(=O)c3ccc(-c4nccs4)cc3)c2O[C@H]1CN(C)C(=O)NC1CCCCC1 | -0.2 | 0.5
COCC#Cc1ccc2c(c1)O[C@@H](CN(C)C(=O)C1CCCCC1)[C@@H](C)CN([C@H](C)CO)S2(=O)=O | 0.1 | -1.3
CCCC#Cc1cnc2c(c1)C(=O)N([C@@H](C)CO)C[C@H](C)[C@H](CN(C)C(=O)NCCC)O2 | -1.9 | -1.7
C[C@H]1CN([C@@H](C)CO)C(=O)Cc2cc(NS(=O)(=O)c3ccccc3)ccc2O[C@H]1CN(C)Cc1ccc2c(c1)OCO2 | -1.5 | 2.2
COCC#Cc1cnc2c(c1)C(=O)N([C@@H](C)CO)C[C@@H](C)[C@H](CN(C)C(=O)c1cccc(F)c1)O2 | -1.7 | 0.1
O=C(c1cccnc1)N1CCCCN2[C@H](CO)[C@@H](c3ccc(C#Cc4ccccn4)cc3)[C@@H]2C1 | -0.8 | 0.9
Cc1noc(C)c1NC(=O)N(C)C[C@H]1Oc2c(NS(=O)(=O)c3c(C)noc3C)cccc2C(=O)N([C@@H](C)CO)C[C@H]1C | 3.5 | -2.3
N#C[C@H]1[C@H](c2ccc(C#CC3CCCC3)cc2)[C@H](CO)N1C(=O)Nc1ccc(F)cc1 | -0.3 | -0.2
C[C@H](CO)N1C[C@H](C)[C@H](CN(C)Cc2ccc(C(=O)O)cc2)OCCCC[C@H](C)Oc2ccc(NC(=O)Cc3ccccc3)cc2C1=O | -3.5 | 16
C[C@@H]1CN([C@@H](C)CO)C(=O)Cc2cc(NS(=O)(=O)c3cn(C)cn3)ccc2O[C@H]1CN(C)C | 0.5 | -1.4
CN(C)c1ccc2c(c1)[C@H]1C[C@H](CC(=O)NCc3ccc(Oc4ccccc4)cc3)O[C@H](CO)[C@H]1O2 | -20 | -0.4
Cc1ccc(S(=O)(=O)N(C)C[C@H]2Oc3ccc(NC(=O)Nc4ccc(F)cc4)cc3CC(=O)N([C@H](C)CO)C[C@@H]2C)cc1 | 0.4 | -0.5
C[C@H](CO)N1C[C@H](C)[C@H](CN(C)Cc2ccccn2)Oc2cc(-c3ccncc3)ccc2S1(=O)=O | -0.1 | 0.6
CNC[C@H]1Oc2ccc(NC(=O)CCN3CCOCC3)cc2C(=O)N([C@@H](C)CO)C[C@H]1C | 0.6 | 1.0
O=C(Nc1cccc(F)c1)N[C@H]1CC[C@H](CCn2cc(Cc3ccccc3)nn2)O[C@@H]1CO | -1.1 | 3.4
C[C@@H]1CN([C@H](C)CO)C(=O)c2cc(NC(=O)Nc3ccc4c(c3)OCO4)ccc2O[C@@H](C)CCCCO[C@H]1CN(C)Cc1ccc(C(F)(F)F)cc1 | -0.3 | -1.7
C[C@H]1CN([C@@H](C)CO)C(=O)c2cccc(NC(=O)Nc3ccc(F)cc3)c2O[C@H]1CN(C)C(=O)Nc1ccc(F)cc1 | 2.3 | 2.2
CNC[C@H]1Oc2cc(C#Cc3ccccc3F)ccc2S(=O)(=O)N([C@H](C)CO)C[C@@H]1C | 0.2 | -2.1
O=C(NCC[C@H]1CC[C@@H](NS(=O)(=O)c2cccc(F)c2)[C@@H](CO)O1)C1CCCC1 | -0.1 | 2.4
COc1ccccc1C#Cc1ccc2c(c1)O[C@H](CN(C)Cc1ccccc1)[C@@H](C)CN([C@@H](C)CO)S2(=O)=O | -0.9 | -2.5
COc1ccc(S(=O)(=O)Nc2ccc3c(c2)C(=O)N([C@H](C)CO)C[C@H](C)[C@@H](CN(C)C(=O)Nc2cccc4ccccc24)O3)cc1 | -3.1 | 3.1
CCN1[C@@H]2Cn3c(ccc(-c4ccccc4)c3=O)[C@H]1[C@@H](C(=O)NCCCN1CCOCC1)[C@@H]2CO | -0.9 | -0.4
O=C(C[C@H]1C=C[C@@H](NC(=O)Nc2ccccc2F)[C@H](CO)O1)NCc1ccc(-c2ccccc2)cc1 | 1.1 | 0.0
COc1ccc(S(=O)(=O)N(C)C[C@@H]2Oc3ccc(NC(=O)NC(C)C)cc3CC(=O)N([C@H](C)CO)C[C@@H]2C)cc1 | 0.4 | -1.1
C[C@@H]1CN([C@@H](C)CO)C(=O)Cc2cc(NC(=O)Nc3ccccc3)ccc2O[C@H]1CN(C)Cc1ccc(Cl)c(Cl)c1 | 1.1 | -1.9
CC(C)NC(=O)N(C)C[C@@H]1Oc2c(NC(=O)Nc3ccccc3)cccc2C(=O)N([C@@H](C)CO)C[C@@H]1C | 1.0 | 1.2
C[C@H]1CN([C@@H](C)CO)C(=O)c2cc(NC(=O)Cn3cnnn3)ccc2O[C@@H]1CN(C)Cc1ccc(C(=O)Nc2ccccc2N)cc1 | 0.6 | 1.4
CN1CCN(C(=O)C[C@H]2CC[C@@H](NC(=O)Cc3ccccn3)[C@@H](CO)O2)CC1 | 0.8 | -1.1
CCCNC(=O)N(C)C[C@H]1Oc2cc(C#C[C@H](C)O)ccc2S(=O)(=O)N([C@@H](C)CO)C[C@H]1C | 1.4 | -2.1
Cc1noc(C)c1NC(=O)Nc1ccc2c(c1)C(=O)N([C@@H](C)CO)C[C@@H](C)[C@@H](CN(C)C(=O)Nc1ccc3c(c1)OCO3)O2 | -1.5 | 4.6
Cc1noc(C)c1NC(=O)N(C)C[C@@H]1Oc2ccc(NC(=O)Nc3ccc4c(c3)OCO4)cc2CC(=O)N([C@@H](C)CO)C[C@H]1C | -3.9 | -4.3
C[C@@H]1CCCCO[C@@H](CN(C)S(=O)(=O)c2cn(C)cn2)[C@H](C)CN([C@H](C)CO)C(=O)c2cc(NC(=O)Nc3cccc4ccccc34)ccc2O1 | 0.3 | -2.8
COc1ccc(S(=O)(=O)N[C@@H]2CC[C@@H](CC(=O)N3CCC(Cc4ccccc4)CC3)O[C@@H]2CO)cc1 | 0.2 | 1.9
CC(C)C#Cc1ccc2c(c1)O[C@@H](CN(C)C(=O)Nc1ccccc1)[C@H](C)CN([C@H](C)CO)S2(=O)=O | 0.0 | -1.2
CO[C@H]1CN(C)C(=O)c2ccc(NC(C)=O)cc2OC[C@@H](C)N(Cc2ccncc2)C[C@@H]1C | -0.4 | 2.7
Cc1nn(C)cc1NC(=O)C[C@H]1CC[C@@H]2[C@@H](COc3ccc(NC(=O)C4CCOCC4)cc3C(=O)N2C)O1 | 0.4 | -2.1
CO[C@H]1CN(C)C(=O)c2cc(NS(C)(=O)=O)ccc2OC[C@@H](C)N(CCC(F)(F)F)C[C@@H]1C | 0.8 | 0.3

Entries above containing two or more sulfur atoms (2):
SMILES | TcdB GH inh | BioA inh
C[C@@H]1CCCCO[C@H](CN(C)S(=O)(=O)c2cccs2)[C@@H](C)CN([C@@H](C)CO)C(=O)c2cc(NS(=O)(=O)c3ccc(F)cc3)ccc2O1 | 0.3 | -2.8
C[C@@H]1CN([C@@H](C)CO)C(=O)c2cccc(NC(=O)C3CC3)c2O[C@@H]1CN(C)S(=O)(=O)c1cccs1 | -1.3 | -1.1

(more compounds)
SMILES | TcdB GH inh | BioA inh
CS(=O)(=O)N1C[C@H](O)COC[C@@H]2O[C@H](CC(=O)NCc3ccc(-c4ccccc4)cc3)CC[C@H]21 | 0.5 | -1.2
COc1ccccc1NC(=O)N1C[C@H]2[C@@H](c3ccccc31)[C@@H](CO)N2C(C)=O | 0.7 | -2.5
CO[C@@H]1CN(C)C(=O)c2ccc(NS(=O)(=O)c3cccc(F)c3)cc2OC[C@@H](C)N(C(=O)Cc2cccnc2)C[C@H]1C | -0.8 | 1.5
C[C@@H]1CCCCO[C@@H](CN(C)Cc2ccccc2)[C@@H](C)CN([C@H](C)CO)C(=O)c2cc(NC(=O)CCCN(C)C)ccc2O1 | 0.1 | 0.1
CO[C@H]1CN(C)C(=O)c2cc(NS(=O)(=O)c3ccccc3C)ccc2OC[C@H](C)N(C)C[C@H]1C | 0.5 | 0.1
COc1ccccc1-c1ccc([C@H]2[C@H](CO)N[C@@H]2C#N)cc1 | 0.6 | -3.2
CO[C@H]1CN(C)C(=O)c2ccc(NC(C)=O)cc2OC[C@@H](C)N(Cc2ccc(F)cc2)C[C@@H]1C | -1.8 | 2.9
C[C@@H]1CN([C@@H](C)CO)C(=O)c2c(c3ccccc3n2C)-c2ccccc2CO[C@@H]1CN(C)S(=O)(=O)c1ccsc1 | -2.9 | 1.4
C[C@@H](O)C#Cc1cnc2c(c1)C(=O)N([C@@H](C)CO)C[C@H](C)[C@@H](CN(C)Cc1ccccn1)O2 | -1.5 | -0.8
C[C@H](CO)N1C[C@H](C)[C@@H](CN(C)C(=O)Nc2ccc(F)cc2)Oc2c(NS(=O)(=O)c3ccccc3)cccc2C1=O | -6.5 | -1.8
C[C@H]1CN([C@@H](C)CO)S(=O)(=O)c2ccc(/C=C/c3ccccc3)cc2O[C@H]1CN(C)C | 0.9 | 1.6
CCCc1cn(CC[C@@H]2CC[C@@H](NC(=O)C3CCC3)[C@H](CO)O2)nn1 | 0.1 | 2.4

Source: PubChem BioAssay
